# Assay outcomes (PubChem BioAssay)
# MT stabilize HCS: microtubule stabilizers in HeLa cells; % tubulin-high responders, % at 10 µM; AID 2205; 200,000 tested, 0.83% active; HeLa tubulin immunostaining HCS, 24 h; share of cells brighter than vehicle mean+2SD;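 active = plate Z-score above 3 for both tubulin-high and condensed-nucleus cell shares, with cell loss under 80%, at 10 µM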;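 note: anti alpha tubulin signal scored within the nucleus-defined area of each cell; some results filed as inactive read as strong as hits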
# ER stress rescue: rescue of cells from ER stress-induced death, primary screen, 384-well, CSM14.1, thapsigargin, ATP luminescence (AID 1222) | CSM14.1 thapsigargin-induced death rescue, ATP luminescence; higher % means a stronger effect | 190,000 tested, under 10 active | one-dose cellular ATP content (survival), % at 20 µM; EC50 in µM for titrated hits;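 active = EC50 below 50 µM in the dose-response confirmation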;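 note: death triggered by thapsigargin at about 15 µM added after 2 h compound pretreatment; cell ATP read after overnight thapsigargin exposure of roughly 18 to 22 hours; normalized against plate controls of thapsigargin alone and 5% DMSO vehicle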
# Dynein cargo inh: dynein cargo transport inhibition; z-score, hits read low; AID 1381; 3617.4 mouse cells, GR-EGFP nuclear translocation imaging; test concentration mostly 20 µM; stimulated with dexamethasone, 1 µM; active compounds read low; 220,000 tested, 0.47% active;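 active = plate z-score of nuclear minus cytoplasmic receptor signal below a set negative limit, without overly bright fluorescence or cell loss, cut at about -3.5 in these data, passing the limit was not always enough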;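 note: z-score of nuclear minus cytoplasmic ring GR-EGFP intensity difference per well; some compounds called inactive have numbers as strong as hits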
#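 Buffer or medium: tet-free medium with charcoal-stripped serum / Also added: dexamethasone agonist, 1.0 µM final, for 30 min / Timing: induction 48 h, compound 1 h, agonist 30 min / Measured by: high-content fluorescence imaging after fixation / Read-out: nuclear-to-cytoplasmic GR-EGFP distribution per well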
# bCat nuc transl: modulators of beta-catenin nuclear translocation | AID 1665 | nuclear translocation activity, % at 5 µM | HeLa beta-catenin nuclear translocation, immunofluorescence imaging | 190,000 tested, 0.3% active;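 active = nuclear translocation activity above 50% at 5 µM, with a well cell count of 50 or more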;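 note: per-cell ratio of nuclear to cytoplasmic median beta-catenin stain intensity; plate controls were DMSO negative control for no effect and GSK-3 inhibitor IX positive control for full effect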
#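 test system = HeLa cells, endogenous beta-catenin | dosing = single 5 µM dose plus 0.02–20 µM confirmation series | times = compound treatment 24 h, 37°C, 5% CO2 | technique = beta-catenin immunofluorescence imaging with DAPI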
# Autophagy HCS: modulators of autophagy; MEF GFP-LC3 puncta imaging; test concentration mostly 10 µM; calls only at 10 µM (by protocol); 190,000 tested, 0.98% active;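 active = percentage of spot-positive cells more than 3 SD above its plate mean, without a fluorescence outlier flag or 80% toxicity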;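 note: spot-positive cell cutoff set from DMSO-treated cells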
# M17LAP inhibition: P. falciparum M17LAP inhibitors, primary screen, biochemical, fluorogenic H-Leu-NHMec substrate, 1536-well (AID 1619); recombinant M17LAP, H-Leu-NHMec fluorogenic kinetic assay; higher % means a stronger effect; inhibition, % at 30 µM, or IC50 in µM where a hit was titrated; 220,000 tested, 0.38% active;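 active = compound inhibiting the enzyme by more than half at any dose during confirmatory dose-response retesting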;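 note: plate controls were full reaction with DMSO carrier for no effect and no enzyme background for full effect; strong numbers were not always called active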
# Insulin prom up: MIN6 insulin promoter up-regulation; MIN6 insulin promoter-GFP reporter, high-content imaging; active compounds read high; z-score at 5 µM; 190,000 tested, 0.3% active;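 active = z-score above 3 at 5 µM with at least 500 cells counted in the well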
# UTI89 phage lysis: protection from phage-mediated lysis, alamar blue read-out – E. coli UTI89, K1F phage, bacterial capsule biogenesis inhibitors (AID 488966) | E. coli UTI89 K1F phage lysis, alamar blue, 2 h; higher % means a stronger effect | inhibition, % at 100 µM, or IC50 in µM where a hit was titrated | 340,000 tested, 0.02% active;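 active = phage lysis inhibition, versus mean bacterial control, above a set limit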;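 note: capsule biogenesis inhibitors block K1F phage lysis so surviving cells raise fluorescence; higher fluorescence means more inhibition of phage lysis; actives were called in the ten point dose series up to 300 µM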
# P. falciparum M1AAP: malaria alanyl aminopeptidase activity blockers – biochemical, fluorogenic H-Leu-NHMec substrate, 1536-well (AID 1445). inhibition, % at 30 µM, or IC50 in µM where a hit was titrated. recombinant M1AAP, H-Leu-NHMec fluorogenic kinetic assay; higher % means a stronger effect. 220,000 tested, 0.42% active;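 active = primary inhibition above the hit cutoff, then over 50% inhibition at one or more dose response concentrations, cut at about 23% in these data, passing the limit was not always enough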;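 note: plate controls were DMSO full reaction for no effect and no enzyme background for full effect; strong numbers were not always called active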
# Dynein cargo inh cytoplasmic EGFP: second read-out of Dynein cargo inh, no call of its own (marks repeat the call); z-score; measured here: cytoplasmic GR-EGFP intensity; active compounds read high
# Dynein cargo inh nuclear GR-EGFP: second read-out of Dynein cargo inh, no call of its own (marks repeat the call); z-score; measured here: nuclear GR-EGFP intensity;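 lower value marks the stronger effect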
# Dynein cargo inh cell count: second read-out of Dynein cargo inh, no call of its own (marks repeat the call); z-score; measured here: cell count per field
# Insulin prom up cell count: recorded beside Insulin prom up, whose call it bears; cell count; measured here: cytotoxicity, nuclei count;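 total cells summed across four imaged fields per well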
# bCat nuc transl cell count 5 µM: recorded beside bCat nuc transl, whose call it bears; cell count; measured here: cell count, cytotoxicity flag
# MT stabilize HCS Hoechst-high %: further read-out of MT stabilize HCS, marked with its call; % Hoechst-high responders; measured here: nuclear condensation Hoechst responders;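 share of cells brighter than vehicle mean plus two SD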
# MT stabilize HCS cytotoxicity %: second read-out of MT stabilize HCS, no call of its own (marks repeat the call); toxicity, %; measured here: cytotoxicity by cell density;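 0% = mean cell density of plate MIN control wells and 100% = no cells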
# Autophagy HCS cell loss 18 h: also measured in Autophagy HCS; calls as there; toxicity, %; measured here: cell loss, nuclei count;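 cell loss after 18 h compound exposure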
# Numbers without * were called inactive; i = inactive; . = not tested or not shown; + = active, no number; [ ] = remark or other dose.
SMILES,MT stabilize HCS,MT stabilize HCS Hoechst-high %,MT stabilize HCS cytotoxicity %,ER stress rescue,Dynein cargo inh,Dynein cargo inh cytoplasmic EGFP,Dynein cargo inh nuclear GR-EGFP,Dynein cargo inh cell count,bCat nuc transl,bCat nuc transl cell count 5 µM,Autophagy HCS,Autophagy HCS cell loss 18 h,M17LAP inhibition,Insulin prom up,Insulin prom up cell count,UTI89 phage lysis,P. falciparum M1AAP
O=C(Nc1ccc(N2CCCC2)cc1)C(Cl)c1ccccc1 (stereo unspecified),28,6.0,56,-0.4%,-0.56,-0.2,0.54,0.59,0.4,929,i,32,5%,0.17,1363,-0.7%,9%
CSc1cccc(NC(=S)N(Cc2ccc(C)cc2)Cc2ccccn2)c1,1.8,3.6,5.9,2.0%,0.98,-0.32,-0.1,-0.57,.,.,i,-8,0%,-0.72,1205,0.2%,4%
CCOC(=O)/C(N=Nc1ccc(C(=O)O)cc1[N+](=O)[O-])=C(\C)O,5.6,2.3,7.6,-0.5%,-0.88,-0.33,-0.085,0.59,-0.8,1067,i,11,18%,-0.34,1251,0.0%,14%
O=C(NCC1CCCO1)C(C(=O)c1ccc(F)cc1)n1ccccc1=O (stereo unspecified),5.4,3.5,9.9,-0.8%,0.32,-0.33,0.57,-0.62,0.4,1098,i,12,10%,0.36,1017,0.3%,-1%
O=C(COC(=O)COc1ccccc1)Nc1cccc([N+](=O)[O-])c1,1.8,2.2,2.8,-0.9%,1.3,-0.11,0.28,-1.7,-1.9,1020,i,11,20%,1.3,1152,0.1%,2%
C1CCc2nnc(C3CC3)n2CC1,1.5,1.1,1.2,-1.3%,-0.17,-0.29,0.11,0.28,-3.8,1104,i,11,5%,0.25,1610,0.3%,-2%
O=C(Nc1ccc(N2CCN(C(=O)c3ccccc3)CC2)c(Cl)c1)c1ccc(Br)o1,7.8,3.3,8.9,2.5%,-0.65,0.19,-0.29,-0.13,1.1,896,i,-2,-1%,-3,595,0.2%,2%
COc1ccc(CCNC(=O)COC(=O)c2ccc(N3CCCC3=O)cc2)cc1,4.2,2.3,10,-1.0%,1.4,-0.11,0.92,-1.5,-0.1,1114,i,-11,2%,-0.24,1214,-1.0%,-3%
Cc1cc(C)c(S(C)(=O)=O)c(Oc2cccc(C(F)(F)F)c2)n1,1.1,1.4,4.6,-0.2%,-0.47,-0.24,-0.28,0.19,-0.1,1477,i,9,4%,-0.46,1394,-0.9%,-1%
COCCCNCC#CCOc1ccc(OC)cc1,4.6,2.0,14,-1.7%,0.81,-0.32,0.51,0.00056,-0.1,1481,+,4.6*,-8%,0.3,1464,-0.1%,-10%
CC1=CC(C)C2COC(c3ccc[n+](C)c3)C1C2C (stereo unspecified),1.5,1.7,10,-1.3%,0.7,-0.22,0.52,-0.36,-1.3,1097,i,-9,4%,-0.41,1244,1.8%[50 µM],9%
CCOC(=O)C1(CC2CCCCO2)CCN(Cc2ccc(OC)cc2F)CC1 (stereo unspecified),2.2,1.7,0.3,-2.6%,-0.13,-0.23,-0.013,0.34,-0.3,1131,i,18,5%,0.66,1319,0.7%,-6%
NNC(=O)c1csc(Cc2c(Cl)sc3ccc(Cl)cc23)n1,.,.,.,.,-0.3,-0.24,0.2,0.79,-0.5,1346,.,.,11%,0.27,956,-1.5%,5%
Cc1cc(N(C)C)ccc1N=Nc1ccc2ncccc2c1,.,.,.,.,0.78,-0.041,0.18,-0.54,3.2,1026,.,.,0%,-0.08,1432,-0.1%,11%
C=CCSc1nnc(-c2ccc(Cl)cc2Cl)o1,2.9,2.2,21,-5.0%,0.057,-0.28,-0.017,-0.9,-3.4,1125,i,-9,17%,1.1,1068,3.1%,-8%
O/N=C(\c1ccc(Cl)cc1Cl)c1ncc(C(F)(F)F)cc1Cl,2.0,2.3,2.7,-1.0%,-0.75,-0.26,-0.34,0.76,.,.,i,10,-2%,1.9,839,-1.2%,10%
COc1ccc2c(c1)C(C)=CC(C)(C)N2C(=O)CNCc1ccc2c(c1)OCO2,2.0,2.2,6.5,-2.1%,-0.81,-0.16,-0.23,1.1,1.0,1105,i,-9,6%,-4.4,1047,7.3%,4%
COC(=O)Nc1nc2c(C)cccc2s1,4.5,2.4,4.0,0.0%,0.091,-0.26,-0.093,0.12,1.2,1137,i,1,9%,-1.1,1343,0.9%,4%
CC1CCN(C(=O)Cn2c(=O)n(CCc3ccccc3)c(=O)c3ccccc32)CC1,2.9,2.8,21,0.8%,-0.85,-0.27,-0.086,0.33,-1.1,1085,i,3,17%,-0.18,1145,0.5%,4%
O=C(NC(c1ccccc1)c1ccccn1)c1cccc([N+](=O)[O-])c1 (stereo unspecified),2.3,2.1,14,1.4%,2.3,-0.29,0.98,-0.63,0.0,1095,i,0,-8%,-0.65,1230,.,-2%
CCC(=O)Nc1nc2ccc([N+](=O)[O-])cc2s1,.,.,.,.,-0.11,-0.25,0.36,-0.87,-0.7,1304,.,.,4%,-0.15,1018,-0.2%,0%
Cc1ccc(S(=O)(=O)N(C)C)cc1NC(=O)C1CCCC1,3.5,2.7,5.1,-0.3%,1.1,-0.033,0.56,-1.3,1.6,1094,i,3,-3%,1.5,1526,5.0%[50 µM],7%
Cc1ccc(OCCN2C(=O)S/C(=C\c3ccc(C)o3)C2=O)cc1,5.0,3.3,4.7,-0.6%,0.038,-0.12,-0.085,-0.019,-1.8,1136,i,-17,3%,-0.01,1418,1.1%,2%
COc1ccc(-c2cn[nH]c2-c2ccc(OCc3ccccc3)cc2O)cc1,.,.,.,.,-0.31,-0.22,-0.019,-0.24,1.9,1357,.,.,-7%,-0.46,1059,0.2%,-3%
COc1ccccc1N1CCN(C(=O)CSc2nc(C)c(Cc3ccccc3)c(=O)[nH]2)CC1,2.9,1.2,1.4,-3.8%,0.47,-0.023,0.44,-0.37,1.7,1180,i,16,10%,0.19,1193,-0.3%,0%
CN1CCN(c2ccccc2NC(=O)c2cc(Br)ccc2Cl)CC1,4.2,1.9,11,0.9%,0.44,-0.21,0.38,-0.94,1.1,1197,i,4,10%,-0.07,1270,0.7%,3%
CCOC(=O)CN1CCC(c2ccccc2)CC1,3.5,2.0,8.1,.,0.68,-0.38,0.6,0.81,-2.6,1106,i,14,-5%,0.11,1297,0.3%,0%
COc1cc(OC)c(S(=O)(=O)N2CCN(C(=O)c3ccccc3F)CC2)cc1NC(C)=O,2.7,2.3,5.2,-1.1%,-0.5,-0.35,0.11,-0.0029,-0.1,1033,i,1,5%,-0.26,1497,0.6%,3%
CCOc1ccc(NC(=O)c2ccc(NC(=S)NC3CCCCC3)cc2)cc1,1.6,1.2,2.9,0.7%,1.7,-0.21,0.52,-0.33,0.2,1523,i,-3,0%,.,.,0.4%,-14%
C=C(C)CC(c1ccccc1)N(C(C)=O)c1ccco1 (stereo unspecified),2.1,1.4,4.1,-0.4%,-0.77,-0.29,-0.4,0.84,-2.3,1028,i,7,4%,0.07,1682,0.2%,0%
CN(C)c1ccc(-c2noc(C3CCN(S(=O)(=O)c4cccc(C(=O)O)c4)CC3)n2)cc1,2.7,1.7,0.9,1.7%,0.053,-0.25,-0.85,0.27,-1.4,1417,i,1,25%,0.41,1461,1.6%,8%
COc1ccccc1-c1ccc(NC2CCCC2)nn1,3.0,2.5,3.2,-3.3%,-0.51,-0.24,0.057,-0.18,-2.3,1206,i,9,-1%,-0.44,867,1.2%,6%
Cc1ccc(C)c(N2CCN(C(=O)c3ccc(NS(=O)(=O)c4c(C)noc4C)cc3)CC2)c1,1.5,0.9,4.2,-1.8%,-0.1,-0.21,0.092,-0.13,1.0,660,i,66,2%,1.1,1201,-0.6%,2%
O=C(Oc1cccc2c(OC(=O)N3CCOCC3)cccc12)N1CCOCC1,1.8,1.7,5.5,-2.0%,0.36,-0.3,0.033,0.59,-1.3,1103,i,-4,-5%,-0.55,1256,1.8%,1%
CN1CCN(c2nc(Nc3ccc(O)cc3)nc3ccccc23)CC1,1.9,1.9,5.9,.,-0.19,-0.28,-0.1,0.39,2.0,1078,i,-38,3%,-0.64,1220,5.2%,6%
O=[N+]([O-])c1ccc(O)c2ncccc12,4.5,2.6,2.7,2.1%,-0.49,-0.2,0.27,0.84,.,.,i,3,61%,.,.,-14%,8%
CC(C)n1c(S(=O)(=O)O)nc2ccccc21,2.5,2.7,3.7,1.3%,-0.3,-0.022,-0.00089,0.26,2.1,1019,i,5,3%,-1.2,1284,0.9%,-4%
CN(C)CCCN=Cc1c(O)n(Cc2ccc3c(c2)OCO3)c(=O)c2ccccc12,7.3,3.0,3.2,-1.0%,-0.99,-0.19,-0.089,0.53,-2.4,1041,+,23*,9%,-0.58,1178,.,5%
